Screens as filed in PubChem.
p53 reactivation = restores transcriptional activity of mutant p53 | H1299 p53-A138V BP100-luciferase reporter, luminescence, 24 h | Potency, µM (series often up to 92.2 µM), inactives show at the top dose activity change, positive = activation, usual class: activators | 0.063% of 320,000 active; also: potency is read from the fitted curve at half-maximal effect; % of control where 0% means no effect; nearly all actives have a fitted effect of over 45% in size
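p53-null H1299 cells stably carrying temperature-sensitive p53-A138V and a BP100-luciferase reporter were pinned with compounds (4-point, 1:5 series) and held 24 hrs at 37 deg C. Luminescence was read 10 min after detection reagent.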
ELG1 genotox = genotoxicity induction in ELG1-luciferase HEK293T cells; HEK293T ELG1-luciferase reporter, luminescence, 16 h; Potency, µM (top dose mostly 46 µM), for inactives: top-dose activity change, positive = activation, usual class: activators; 1.3% of 330,000 active; AID 504466; also: potency is read from the fitted curve at half-maximal effect; % of control where 0% means no effect; nearly all actives have a fitted effect of over 60% in size
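Reporter readout depends on ELG1 protein level, which increases with genetic stress. After 16 hr compound exposure at 37 °C, luciferase activity was quantified using ONE-Glo.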
TRPV1 agonist = agonists of human vanilloid receptor 1 (TRPV1) | TRPV1-expressing cells, Fluo-8 calcium influx, agonist mode | AID 540275 | Q8NER1 | activation, % at 8.33 µM | 0.19% of 320,000 active; in the data active = activation above about 80%; inconclusive = between about 30% and that limit; also: 0% is about no effect
Target sequence (Q8NER1 whole entry, looked up): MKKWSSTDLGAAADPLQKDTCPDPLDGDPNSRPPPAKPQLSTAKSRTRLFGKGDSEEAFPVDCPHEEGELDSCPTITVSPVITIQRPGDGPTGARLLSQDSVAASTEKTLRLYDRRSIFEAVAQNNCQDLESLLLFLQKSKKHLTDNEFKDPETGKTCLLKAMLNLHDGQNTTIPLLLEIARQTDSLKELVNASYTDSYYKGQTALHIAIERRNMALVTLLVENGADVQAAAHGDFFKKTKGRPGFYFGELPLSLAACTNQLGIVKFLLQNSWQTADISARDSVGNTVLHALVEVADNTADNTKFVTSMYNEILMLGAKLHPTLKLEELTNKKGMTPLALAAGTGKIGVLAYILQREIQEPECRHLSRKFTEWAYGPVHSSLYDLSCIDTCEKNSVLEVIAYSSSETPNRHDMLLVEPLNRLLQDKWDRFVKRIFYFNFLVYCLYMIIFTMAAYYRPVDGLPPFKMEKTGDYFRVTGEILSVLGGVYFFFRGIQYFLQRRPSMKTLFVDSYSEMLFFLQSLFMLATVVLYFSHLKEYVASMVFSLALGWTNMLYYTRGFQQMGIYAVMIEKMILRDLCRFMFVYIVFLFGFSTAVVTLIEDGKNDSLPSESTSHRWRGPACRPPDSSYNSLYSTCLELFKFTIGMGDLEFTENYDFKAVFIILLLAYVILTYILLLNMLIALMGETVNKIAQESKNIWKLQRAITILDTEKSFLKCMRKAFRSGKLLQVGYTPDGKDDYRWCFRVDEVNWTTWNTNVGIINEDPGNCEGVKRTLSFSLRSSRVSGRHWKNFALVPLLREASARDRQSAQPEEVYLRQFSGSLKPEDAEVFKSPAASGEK
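TRPV1-expressing cells were cultured overnight at 35.5C and loaded with Fluo-8 calcium dye for 40 to 90 min at room temperature. After a 10 s baseline, compound was added and calcium influx was read kinetically for 3 min (ex 480/em 520 nm).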
S-ASM inh = blocks human secretory acid sphingomyelinase. P17405. placental ASM, HMU-PC fluorogenic substrate, 60 min. Potency, µM (titrated, usually from 57.5 µM), without a hit: at the highest dose activity change, negative = inhibition, usual class: inhibitors. 0.006% of 340,000 active; also: potency is read from the fitted curve at half-maximal effect
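Fluorescence read-out (Ex 386 nm, Em 447 nm) after stopping the reaction at pH 10. Enzyme: ASM from human placenta; substrate HMU-PC0, 9 uM final; 60 min, 37 °C. Compound preincubation 10 min, ambient temperature.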
PTAP TSG101 blk = blocks PTAP/TSG101 interaction to inhibit HIV-1 budding; Q99816; Fluorescence polarization, FITC-PTAP peptide / Tsg101 binding; Potency, µM (doses to about 115 µM), for inactives: at the highest dose activity change, negative = inhibition, usual class: inhibitors; 340,000 tested, under 10 active; AID 493005; active = well fitted inhibition curve with a large enough effect in the main read-out, with a control signal flat, not every such curve was filed as active; inconclusive = small, poorly fitted or top-dose-only effect, or effect the other way, or a change in a side signal; inactive = no such curve, though single readings can be large or run the other way; also: potency is read from the fitted curve at half-maximal effect; % of control where 0% means no effect
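FP read-out: FITC-PTAP peptide, 50 nM final, binding Tsg101 binding domain, 10 uM final; 20 min, r.t.; 10 mM HEPES pH 7.5, 0.15 M NaCl, 0.01% Tween 20, 3 mM EDTA, 0.1 mM TCEP.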
BRCA1 expr up = BRCA1 expression activation. MCF7-BRCA1-FFLuc reporter, luminescence, 48 h; response scale: scaled: vehicle 0%, 10 µM genistein 100%. Potency, µM (doses to about 46.1 µM), inactives show at the highest dose activation, actives largely listed as activators. 1.1% of 380,000 active; also: potency is read from the fitted curve at half-maximal effect; nearly all actives have a fitted effect of over 80% in size; some results filed as inactive show a strong effect at the top dose
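First, MCF7-BRCA1-FFLuc cells (2000/well) attach for 2 h; next, compounds are pin-added and incubated 48 h at 37 °C; finally, luciferase reagent is added and luminescence read after 15 min.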
USP2a block = blocks human ubiquitin-specific protease USP2a. O75604. USP2 core, Ub-CHOP2 coupled fluorogenic reporter, 485/531. Potency, µM (highest dose often 38.3 µM), inactives show at the top dose activity change, negative = inhibition, usual class: inhibitors. 0.01% of 330,000 active;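 also: potency is read from the fitted curve at half-maximal effect; plate controls were DMSO wells for no effect and full inhibition by NEM control for full effect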
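Deubiquitinase activity read as fluorescence (485/531 nm) after Ub-CHOP2 cleavage activates the enterokinase reporter on its substrate; USP2 core 10nM, Ub-CHOP2 and substrate 25nM each, 30min compound preincubation then 60min RT; data normalized to NEM, curves fitted.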
B2AR arrestin = beta2AR (human) beta-arrestin recruitment activity | P07550 | beta-arrestin recruitment to beta2AR, cell-based reporter | Potency, µM (top dose mostly 46.1 µM), for inactives: at the top dose activation, most hits filed as activators | 0.02% of 330,000 active | AID 492947;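 also: potency is read from the fitted curve at half-maximal effect; 0% = DMSO controls and full agonism = EC100 isoproterenol or metaproterenol; nearly all actives have a fitted effect of over 65% in size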
Eya2 inh = blocks the phosphatase activity of human Eya2; recombinant Eya2, OMFP fluorescence dephosphorylation (OMFP is methylfluorescein phosphate); Potency, µM (titrated, usually from 76.9 µM), without a hit: at the highest dose activity, negative = inhibition, most hits filed as inhibitors; 0.006% of 330,000 active; also: potency is read from the fitted curve at half-maximal effect; % is scaled to controls: 0 for no effect and ±100 for the full control effect
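Eya2 (0.2 uM) preincubated 10 min at ambient with compound, then OMFP substrate added at 50 uM; 10 min reaction in 50 mM HEPES pH 7.5, 50 mM NaCl, 5 uM MgCl2, 0.05% BSA, 1 mM DTT. Fluorescence read at Ex 485/Em 525 nm.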
a7 integrin act = activators of alpha7 integrin expression for muscular dystrophy | Potency, µM (top dose mostly 38.3 µM), inactives show top-dose activation, usual class: activators | AID 624291 | alpha7betagal myoblasts, beta-gal FDG fluorescence, 48 h | 0.064% of 350,000 active;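 also: potency is read from the fitted curve at half-maximal effect; 100% = response of the positive control SU9516; nearly all actives have a fitted effect of over 60% in size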
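alpha7betagal+/- myoblasts (passage 13, 250/well) treated 48 h at 37C with compounds at 1:260 dilution of DMSO stock. Lysed, then beta-galactosidase activity read as FDG fluorescence (ex 480/em 540) after 30 min, with pre-read for autofluorescence.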
uPA surface inh = cell surface uPA generation inhibition; cell surface uPA generation assay, qHTS; AID 540303; Potency, µM (highest dose often 38.3 µM), for the others: at the top dose activity change, negative = inhibition, hits mostly inhibitors; 0.31% of 330,000 active; active = well fitted inhibition curve with a large enough effect; inconclusive = small, poorly fitted or top-dose-only effect; inactive = no such curve, though single readings can be large or run the other way; tested in mouse RAW 264.7 cells; also: potency is read from the fitted curve at half-maximal effect; % is scaled to controls: 0 for no effect and ±100 for the full control effect; nearly all actives have a fitted effect of over 55% in size
Active calls of the source: *; ? = inconclusive; / = no result given; [ ] = another dose, or the depositor's remark. Unless noted, calls follow the shape of the dose curve; as a rule, active = well fitted curve in the direction sought with a large enough effect; inconclusive = small, poorly fitted or top-dose-only effect, or another doubt; inactive = no such curve, though single readings can be large; an effect the other way counts as inactive or inconclusive. Compounds were not picked by outcome; any-hit rate near 2.6%.

| structure | p53 reactivation | ELG1 genotox | TRPV1 agonist | S-ASM inh | PTAP TSG101 blk | BRCA1 expr up | USP2a block | B2AR arrestin | Eya2 inh | a7 integrin act | uPA surface inh |
| --- | --- | --- | --- | --- | --- | --- | --- | --- | --- | --- | --- |
| O=C(c1ccc2ccccc2c1)C1CCCN(S(=O)(=O)c2cccnc2)C1 (configuration not stated) | -4% | -9% | ? | -5% | -3% | -37% | -3% | -0.5% | -8% | ? | / |
| CC(OC(=O)c1cccc(-n2cnnn2)c1)C(=O)N(C)c1ccccc1 (configuration not stated) | 8% | 0% | 1 | 0% | -6% | -2% | 2% | -0.7% | -27% | -9% | -3% |
| O=C(NCc1ccccc1)c1ccc(Cl)cc1 | -2% | -2% | ? | -1% | 1% | 19% | 9% | -1.1% | 9% | 18% | -4% |
| COC(=O)c1ccccc1NC(=O)COC(=O)/C=C/c1ccco1 | 0% | 3% | 9 | -2% | -1% | -4% | 0% | 0.4% | -19% | 6% | 5% |
| Oc1cnc2ccccc2c1CN1CCOCC1 | -1% | -2% | 2 | 100%[activator] | 5% | -2% | 1% | -0.8% | -2% | -4% | 5% |
| O=C(O)CCCC(=O)Nc1ccccc1Br | -5% | 3% | 2 | 0% | 1% | 15% | 2% | 0.0% | 14% | 8% | -4% |
| COc1cccc(CNC(=O)Cc2nc3nc(C)cc(C)n3n2)c1 | -3% | -1% | 1 | 5% | -10% | -2% | 5% | -1.1% | 2% | 8% | -4% |
| CCS(=O)(=O)c1ccc2c(c1)N(S(=O)(=O)c1ccc(C)cc1)CC(C(=O)O)O2 (configuration not stated) | -3% | 2% | -5 | 2% | 0% | 0% | 2% | -1.4% | 6% | 1% | -1% |

Other structures.
| structure | p53 reactivation | ELG1 genotox | TRPV1 agonist | S-ASM inh | PTAP TSG101 blk | BRCA1 expr up | USP2a block | B2AR arrestin | Eya2 inh | a7 integrin act | uPA surface inh |
| --- | --- | --- | --- | --- | --- | --- | --- | --- | --- | --- | --- |
| CC(NCC1COc2ccccc2O1)C1COc2ccccc2O1 (configuration not stated) | -3% | -1% | 5 | -3% | -7% | 0% | -7% | -0.8% | -3% | 22% | 1% |
| O=C(CCCN1Cc2ccccc2C1)c1ccc(F)cc1 | 23% | 2% | 3 | 4% | -2% | 8% | 1% | -1.1% | -1% | 10% | 5% |
| CCOC(=O)Cn1c(=NC(=O)c2cc(-c3cccs3)nc3ccccc23)sc2cc(S(N)(=O)=O)ccc21 | -10% | 4% | ? | / | -3% | -42% | 0% | -0.1% | -7% | -32% | 6% |
| COC(=O)c1ccc(NC(=O)C(=O)c2cn(CC(=O)N3CCOCC3)c3ccccc23)cc1 | 2% | 11% | -1 | -3% | -4% | 11% | 0% | 0.2% | 5% | -2% | 5% |
| COc1ccc(-n2c(Cc3cccn3C)nnc2SCC(=O)NC2CCCCC2)cc1 | -3% | -1% | 4 | 2% | 0% | -8% | 1% | 2.7% | 1% | -20% | 1% |
| O=C(CCNC(=O)c1ccc(Cl)cc1)Nc1c(F)c(F)cc(F)c1F | 0% | -2% | -2 | 1% | -1% | 7% | 1% | -0.1% | -3% | -22% | 5% |
| CN(C(=O)c1cccc(NC(=O)Cc2ccc(NC(=O)C3CCCN(C(=O)C4CCCC4)C3)cc2)c1)C1CCCC1 (configuration not stated) | / | / | / | -1% | 1% | -12% | / | / | / | 10% | -9% |
| COc1ccc(N2C(=O)CSC2c2ccc(F)c(F)c2)cc1 (configuration not stated) | -4% | -2% | 2 | -1% | -2% | -14% | 0% | -0.5% | 5% | -15% | -1% |

Single records, from the list above.
Listed for CC(NCC1COc2ccccc2O1)C1COc2ccccc2O1 (configuration not stated) = p53 reactivation = -3%; ELG1 genotox = -1%; TRPV1 agonist = 5; S-ASM inh = -3%; PTAP TSG101 blk = -7%; BRCA1 expr up = 0%; USP2a block = -7%; B2AR arrestin = -0.8%; Eya2 inh = -3%; a7 integrin act = 22%; uPA surface inh = 1%
Listed for COC(=O)c1ccc(NC(=O)C(=O)c2cn(CC(=O)N3CCOCC3)c3ccccc23)cc1 = p53 reactivation = 2%; ELG1 genotox = 11%; TRPV1 agonist = -1; S-ASM inh = -3%; PTAP TSG101 blk = -4%; BRCA1 expr up = 11%; USP2a block = 0%; B2AR arrestin = 0.2%; Eya2 inh = 5%; a7 integrin act = -2%; uPA surface inh = 5%

Next part.
| structure | p53 reactivation | ELG1 genotox | TRPV1 agonist | S-ASM inh | PTAP TSG101 blk | BRCA1 expr up | USP2a block | B2AR arrestin | Eya2 inh | a7 integrin act | uPA surface inh |
| --- | --- | --- | --- | --- | --- | --- | --- | --- | --- | --- | --- |
| O=c1[nH]c(=O)n(Cc2ccco2)c2c1C(C(F)(F)F)(C(F)(F)F)N=C(c1ccc(F)cc1)N2 | -4% | -6% | -2 | 2% | -6% | -83% | 7% | -0.8% | -1% | 0% | / |
| CCCN1CCC(NC(=O)c2cccc(Oc3ccccc3)c2)CC1 | -1% | 1% | -2 | 3% | -1% | -17% | 2% | -0.8% | 20% | -46%[inhibitor] | -7% |
| CCN1C(=O)N(CC)C2C1N(C(C)=O)C(=O)N2C(C)=O (configuration not stated) | -8% | 3% | 12 | 5% | -1% | 6% | 1% | -0.8% | -2% | -3% | 10% |
| Cc1cccc(-c2nc(CN3CCN(C(=O)C4CCCO4)CC3)cs2)c1 (configuration not stated) | / | 3% | -3 | 4% | -3% | -10% | 0% | -0.5% | -12% | -3% | 6% |
| CC(C)C(C)NC(=O)CN1C(=O)NC2(CCc3ccccc3C2)C1=O (configuration not stated) | 7% | 0% | 2 | 2% | 0% | -3% | 0% | -0.9% | -1% | 7% | 1% |
| CCN(Cc1ccccc1)S(=O)(=O)c1ccc(C(=O)N(CCCN(C)C)c2nc3cc(C)cc(C)c3s2)cc1 | 8% | -14% | ? | ? | -7% | -92%[inhibitor] | 2% | -0.4% | -14% | -69%[inhibitor] | -6% |
| Cc1nc2cc(CC(=O)O)ccc2o1 | 0% | 1% | 0 | -1% | -2% | 7% | 3% | -0.1% | 8% | 21% | 0% |
| CC(C)(C)NCC(O)COc1c(F)cc(Br)cc1F (configuration not stated) | -2% | -2% | -2 | 1% | 2% | 14% | 3% | -1.2% | 7% | -12% | / |

(list continues)
| structure | p53 reactivation | ELG1 genotox | TRPV1 agonist | S-ASM inh | PTAP TSG101 blk | BRCA1 expr up | USP2a block | B2AR arrestin | Eya2 inh | a7 integrin act | uPA surface inh |
| --- | --- | --- | --- | --- | --- | --- | --- | --- | --- | --- | --- |
| O=C(COc1cc(F)ccc1[N+](=O)[O-])Nc1ccc2c(c1)OCO2 | ? | 9% | -4 | -1% | -4% | 3.5µM* | 0% | -0.1% | 5% | -10% | -17% |
| COc1cc2c(cc1OC)C(c1ccccc1F)OC(=O)C2 (configuration not stated) | 5% | -3% | -4 | 7% | -2% | 0% | 4% | -0.7% | -4% | -13% | 14% |
| Fc1ccc(/C=C\c2nccc3c2[nH]c2ccccc23)cc1 | 13% | 9% | ? | / | -2% | -33% | 2% | 0.1% | 7% | -43% | -11% |
| O=C(NCc1ccc(F)cc1)c1cnc(Cl)c(Cl)c1 | 2% | -2% | ? | 1% | -3% | -1% | 0% | -0.2% | 17% | -22% | 2% |
| COc1ccccc1NC(=O)/C(=N/OCc1ccc(C#N)cc1)C(C)=O | -4% | 15% | 2 | 3% | -4% | -1% | 5% | -0.1% | -8% | 6% | -7% |
| O=C(COC(=O)c1cc[n+]([O-])cc1)Nc1ccc([N+](=O)[O-])cc1Cl | 0% | 3% | 3 | 3% | 1% | -3% | 3% | 0.0% | -17% | 0% | 1% |
| CCN1CCN(S(=O)(=O)c2ccc(C(=O)Nc3ccccc3)cc2)CC1 | 0% | -1% | 1 | 0% | -1% | -4% | -1% | -0.2% | -10% | 11% | -4% |
| Cc1ccc(/C=C/C(=O)c2nc3ccccc3[nH]2)cc1 | 13% | 1% | -1 | 5% | -3% | -10% | 0% | 7.8% | -7% | 44% | 1% |

6 compounds from above, arranged by the number in BRCA1 expr up, rising:
Compound,BRCA1 expr up
Fc1ccc(/C=C\c2nccc3c2[nH]c2ccccc23)cc1,-33%
Cc1ccc(/C=C/C(=O)c2nc3ccccc3[nH]2)cc1,-10%
CCN1CCN(S(=O)(=O)c2ccc(C(=O)Nc3ccccc3)cc2)CC1,-4%
O=C(COC(=O)c1cc[n+]([O-])cc1)Nc1ccc([N+](=O)[O-])cc1Cl,-3%
COc1ccccc1NC(=O)/C(=N/OCc1ccc(C#N)cc1)C(C)=O,-1%
COc1cc2c(cc1OC)C(c1ccccc1F)OC(=O)C2 (configuration not stated),0%
